Screening data as filed in PubChem BioAssay.
DYRK1A inh = inhibitors of rat Dyrk1A kinase; Q63470; ADP-Glo luminescence, NFATc1 peptide; inhibition, % at 12.5 µM; 310,000 compounds, 0.43% hits; in the data active means inhibition above about 50%;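 further: plate controls were vehicle with enzyme for no effect and no enzyme for full effect; many of its hits are not listed in these tables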
hERG protect = shields human hERG channel from block by proarrhythmic agents; Q12809; AID 1511; 310,000 compounds, 0.51% hits; CHO-hERG, FluxOR thallium flux, dofetilide IC70 present; activation (rescue from dofetilide block), less the hit threshold, % at 10 µM;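 active means activation above the mean of controls blocked by dofetilide plus 5 SD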;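 further: thallium influx through hERG after potassium depolarization seen as dye fluorescence rise; in these data hits start at about 4.7%; inactives centre near -7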
Target sequence (Q12809 whole entry, looked up): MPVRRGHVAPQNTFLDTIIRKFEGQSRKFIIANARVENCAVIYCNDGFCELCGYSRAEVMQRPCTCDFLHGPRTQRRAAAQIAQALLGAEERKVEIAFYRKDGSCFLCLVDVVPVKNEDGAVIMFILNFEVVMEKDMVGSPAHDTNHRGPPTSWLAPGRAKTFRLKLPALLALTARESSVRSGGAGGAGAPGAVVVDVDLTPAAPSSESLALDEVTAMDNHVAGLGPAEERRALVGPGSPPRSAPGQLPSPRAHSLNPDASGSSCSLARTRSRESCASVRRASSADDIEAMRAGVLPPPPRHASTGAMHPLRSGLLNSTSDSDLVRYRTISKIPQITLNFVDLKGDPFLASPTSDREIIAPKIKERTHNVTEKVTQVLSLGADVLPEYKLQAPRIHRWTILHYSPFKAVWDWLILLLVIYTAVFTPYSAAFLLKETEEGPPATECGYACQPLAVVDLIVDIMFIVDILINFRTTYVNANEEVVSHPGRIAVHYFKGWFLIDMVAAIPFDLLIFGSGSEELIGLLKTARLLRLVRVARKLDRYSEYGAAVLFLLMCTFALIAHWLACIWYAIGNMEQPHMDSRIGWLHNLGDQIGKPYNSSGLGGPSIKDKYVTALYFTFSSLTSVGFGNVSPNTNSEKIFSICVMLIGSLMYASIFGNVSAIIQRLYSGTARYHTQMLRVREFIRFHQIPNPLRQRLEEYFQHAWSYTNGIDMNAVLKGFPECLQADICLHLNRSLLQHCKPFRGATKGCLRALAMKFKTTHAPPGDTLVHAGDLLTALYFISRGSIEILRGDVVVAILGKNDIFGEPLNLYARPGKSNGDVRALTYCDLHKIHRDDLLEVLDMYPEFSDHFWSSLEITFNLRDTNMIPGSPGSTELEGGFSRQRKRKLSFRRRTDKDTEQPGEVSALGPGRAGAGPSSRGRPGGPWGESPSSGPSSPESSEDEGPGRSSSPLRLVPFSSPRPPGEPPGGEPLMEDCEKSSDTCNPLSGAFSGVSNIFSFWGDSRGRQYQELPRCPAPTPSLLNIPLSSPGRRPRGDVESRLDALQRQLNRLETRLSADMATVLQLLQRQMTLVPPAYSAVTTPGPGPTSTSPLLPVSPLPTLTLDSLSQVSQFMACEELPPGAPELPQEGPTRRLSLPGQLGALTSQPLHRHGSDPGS
RGS4 inh = inhibitors of human RGS4 | AID 463165 | B-score at 10 µM | HEK293 M3R/RGS4 inducible, Fluo-4 calcium flux; stronger effect = higher value; triggered by carbachol at its EC20 | P49798 | 310,000 compounds, 0.45% hits;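 active means B-score, a plate-corrected calcium signal, over three deviations above library mean, with baseline fluorescence within five deviations of library mean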;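 further: RGS4 expression induced by doxycycline in cells with stable M3 receptor; B-score is computed from the integrated fluorescence ratio over baseline after carbachol; higher B-score means a larger calcium signal and so more RGS4 inhibition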
RGS4 pot = potentiators or activators of RGS4. B-score at 10 µM. AID 463111. 310,000 compounds, 0.92% hits. HEK293 M3R/inducible RGS4, carbachol calcium flux Fluo4; stronger effect = lower value;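 active means B-score of the integrated calcium signal more than 4 SD below the library mean, with starting fluorescence not abnormally high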;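 further: negative B-score means reduced calcium response which marks RGS4 activation or potentiation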
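Also added: carbachol at ECmax as muscarinic agonist stimulus; Assay system: HEK293 cells with stable M3R and inducible RGS4; Timing: overnight RGS4 induction, 30 min dye load 37 °C, 20 min compound RT; Measured by: Fluo4-AM (2 µM) calcium-flux fluorescence, kinetic read.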
KCNQ1 inh = blocks the human KCNQ1 potassium channel; P51787; CHO-K1 KCNQ1, FluxOR thallium flux fluorescence; stronger effect = higher value; B-score at 10 µM; 310,000 compounds, 1.3% hits;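 active means compounds whose thallium flux B-score, printed positive for inhibition, exceeds three library SD while starting fluorescence stays within three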;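 further: channel opened by potassium depolarization with thallium stimulus after 20 min compound exposure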
PolyA inh = inhibitors of polyadenylation in S. cerevisiae; S. cerevisiae SKY197-pL101 polyadenylation reporter, beta-gal luminescence; efflux-impaired pdr1/pdr3 knockout yeast; score 100 = 6 SD above DMSO; calls only at 12 µM; 300,000 compounds, 0.02% hits; AID 1875;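 active means lowest replicate activity score at least 50, where 100 means six control SD above control mean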;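 further: yeast exposed to compound for 9 h at 30 °C; higher score means more reporter readthrough which indicates perturbed polyadenylation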
GSK3A inh = human GSK-3 alpha kinase inhibition; P49840; ADP-Glo luminescence, 60 min; inhibition, % at 10 µM; 320,000 compounds, 0.1% hits;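 in the data active means inhibition above about 50%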;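 further: GST-tagged GSK-3 alpha with peptide substrate and 25 µM ATP; 0% = DMSO neutral wells and 100% = GW8510 positive control wells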
KCNK3 block = human KCNK3 channel inhibition, primary screen; O14649; CHO-KCNK3 thallium flux, FluxOR fluorescence; stronger effect = lower value; B-score at 10 µM; 340,000 compounds, 0.84% hits; AID 602410;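 active means B-score under library mean minus 4 SD, starting fluorescence ratio at most library mean plus 5 SD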;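 further: more negative B-score means stronger inhibition of thallium flux through KCNK3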
KCNQ1 pot = potentiates or activates the human KCNQ1 potassium channel; CHO-K1 KCNQ1, thallium flux FluxOR fluorescence; stronger effect = higher value; B-score at 10 µM; 310,000 compounds, 0.35% hits;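 active means fluorescence ratio B-score, a plate-corrected score, at least three library SD, with initial intensity B-score within 5 SD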
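Material: CHO-K1 cells stably expressing KCNQ1. Medium: assay buffer for compound exposure, DMSO matched across wells. Reagent: K+/Tl+ depolarizing stimulus. Compound dosing: single-concentration screen. Times: 37 °C overnight plating, 90-min dark dye load, 20-min compound pretreatment. Technique: FluxOR Tl+ flux fluorescence.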
KCNK9 block = human KCNK9 channel inhibition; Q9NPC2; HEK293 KCNK9, FluxOR thallium flux fluorescence; stronger effect = lower value; B-score at 10 µM; 310,000 compounds, 1.2% hits; AID 488922;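 active means ratio B-score over 3 SD below the library mean, with starting fluorescence within 5 SD of its mean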;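 further: negative B-score means less thallium flux so channel inhibition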
GSK3B inh = human GSK3beta kinase inhibition | AID 2097 | 300,000 compounds, 0.038% hits | P49841 | activity score (negative = inhibition), % at 10 µM | GST-GSK3beta kinase, ADP-Glo luminescence, 60 min; stronger effect = lower value;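 active means more than half of replicate wells score below -50%, meaning over 50% inhibition versus plate controls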;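 further: 0% = median DMSO wells and -100% = median GW8510 positive control wells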
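Assay system: GST-fused GSK3beta enzyme, cell-free / Medium: Tris pH 7.5 buffer with MgCl2, DTT, BSA, heparin / Also added: peptide substrate plus 25 µM ATP (final) / Compound: 10 µM single point / Timing: kinase reaction with compound 60 min at room temperature / Detection: ADP-Glo luminescence / Benchmarks: DMSO neutral wells and GW8510 at 20 µM as positive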
The depositor's hits bear a star. Some of the compounds tested (hit frequency here may not be typical).

For O=C(NCc1ccc(Cl)cc1)c1cc(=O)[nH]c2ccccc12 the results were DYRK1A inh 1, hERG protect -5, RGS4 inh inactive, RGS4 pot inactive, KCNQ1 inh inactive, PolyA inh inactive, GSK3A inh -1, KCNK3 block inactive, KCNQ1 pot inactive, KCNK9 block inactive and GSK3B inh 2.
O=C(c1cccc(C(F)(F)F)c1)N1CCC(O)(CS(=O)(=O)Cc2ccccc2Cl)CC1 was read as DYRK1A inh 2, hERG protect -12, RGS4 inh inactive, RGS4 pot inactive, KCNQ1 inh inactive, PolyA inh inactive, GSK3A inh -2, KCNK3 block inactive, KCNQ1 pot inactive, KCNK9 block inactive and GSK3B inh 3.
`CC1CCc2cc(F)ccc2N1C(=O)c1cccnc1` (configuration not stated) gave DYRK1A inh -2, hERG protect -2, RGS4 inh inactive, RGS4 pot inactive, KCNQ1 inh inactive, PolyA inh inactive, GSK3A inh 0, KCNK3 block inactive, KCNQ1 pot inactive, KCNK9 block inactive and GSK3B inh 0.
COC(C(=O)Nc1ccc(F)cc1F)c1ccccc1 (configuration not stated) was read as DYRK1A inh -5, hERG protect -11, RGS4 inh inactive, RGS4 pot inactive, KCNQ1 inh inactive, PolyA inh inactive, GSK3A inh 1, KCNK3 block inactive, KCNQ1 pot inactive, KCNK9 block inactive and GSK3B inh 0.
`N#Cc1ccc(Oc2cccnc2)cc1C#N` gave DYRK1A inh 0, hERG protect -14, RGS4 inh inactive, RGS4 pot inactive, KCNQ1 inh inactive, PolyA inh inactive, GSK3A inh 0, KCNK3 block inactive, KCNQ1 pot inactive, KCNK9 block inactive and GSK3B inh 2.
For O=C(CCc1nc2ccccc2c(=O)[nH]1)N1CCN(S(=O)(=O)c2ccc(Cl)c(C(F)(F)F)c2)CC1 the results were DYRK1A inh -1, hERG protect -16, RGS4 inh inactive, RGS4 pot inactive, KCNQ1 inh inactive, PolyA inh inactive, GSK3A inh 3, KCNK3 block inactive, KCNQ1 pot inactive, KCNK9 block inactive and GSK3B inh -2.
Screening CSCC[C@H](NC(=O)OC(C)(C)C)C(=O)N/N=C/c1ccc2nccnc2c1 returned DYRK1A inh 0, hERG protect -4, RGS4 inh inactive, RGS4 pot -12*, KCNQ1 inh inactive, PolyA inh inactive, GSK3A inh -3, KCNK3 block inactive, KCNQ1 pot inactive, KCNK9 block inactive and GSK3B inh 1.
Screening COc1cc(C(NC=O)C(=O)Nc2c(C)cccc2C)ccc1O (configuration not stated) returned DYRK1A inh 0, hERG protect -10, RGS4 inh inactive, RGS4 pot inactive, KCNQ1 inh inactive, PolyA inh inactive, GSK3A inh -4, KCNK3 block inactive, KCNQ1 pot inactive, KCNK9 block inactive and GSK3B inh 1.
`CC(=O)Nc1ccc(NC(=O)C2CC(=O)Nc3nc4ccccc4n32)cc1` (configuration not stated) gave DYRK1A inh 0, hERG protect -12, RGS4 inh inactive, RGS4 pot inactive, KCNQ1 inh inactive, PolyA inh inactive, GSK3A inh -2, KCNK3 block inactive, KCNQ1 pot inactive, KCNK9 block inactive and GSK3B inh 0.
CC1(C)Oc2ccc3ccc(=O)oc3c2/C(=C/NNC(N)=S)C1=O was read as DYRK1A inh 19, hERG protect -8, RGS4 inh inactive, RGS4 pot inactive, KCNQ1 inh inactive, PolyA inh inactive, GSK3A inh 1, KCNK3 block inactive, KCNQ1 pot inactive, KCNK9 block inactive and GSK3B inh 0.
Screening Cc1sccc1/C=N/NC(=O)c1ccco1 returned DYRK1A inh 1, hERG protect -6, RGS4 inh inactive, RGS4 pot inactive, KCNQ1 inh inactive, PolyA inh inactive, GSK3A inh 0, KCNK3 block inactive, KCNQ1 pot inactive, KCNK9 block inactive and GSK3B inh -4.
Screening CN1CCN(c2ncnc3c2cnn3-c2ccc(Cl)cc2)CC1 returned DYRK1A inh 9, hERG protect -8, RGS4 inh inactive, RGS4 pot inactive, KCNQ1 inh inactive, PolyA inh inactive, GSK3A inh -2, KCNK3 block inactive, KCNQ1 pot inactive, KCNK9 block inactive and GSK3B inh -2.
O=C(O)CSCC(=O)N1CCN(Cc2ccc3c(c2)OCO3)CC1 was read as DYRK1A inh -5, hERG protect -2, RGS4 inh inactive, RGS4 pot inactive, KCNQ1 inh inactive, PolyA inh inactive, GSK3A inh -1, KCNK3 block inactive, KCNQ1 pot inactive, KCNK9 block inactive and GSK3B inh -2.
`CCn1cc(CNC(=O)/C=C/c2cnn(C)c2)c(C)n1` gave DYRK1A inh -10, hERG protect 0, RGS4 inh inactive, RGS4 pot inactive, KCNQ1 inh inactive, PolyA inh inactive, GSK3A inh 2, KCNK3 block inactive, KCNQ1 pot inactive, KCNK9 block inactive and GSK3B inh 1.
`COC(=O)c1c(C)oc(C)c1S(=O)(=O)N1CCOCC1` gave DYRK1A inh -10, hERG protect -9, RGS4 inh inactive, RGS4 pot inactive, KCNQ1 inh inactive, PolyA inh inactive, GSK3A inh 1, KCNK3 block inactive, KCNQ1 pot inactive, KCNK9 block inactive and GSK3B inh 1.

Pulled by compound from the list above:
Screening CSCC[C@H](NC(=O)OC(C)(C)C)C(=O)N/N=C/c1ccc2nccnc2c1 returned DYRK1A inh 0, hERG protect -4, RGS4 inh inactive, RGS4 pot -12*, KCNQ1 inh inactive, PolyA inh inactive, GSK3A inh -3, KCNK3 block inactive, KCNQ1 pot inactive, KCNK9 block inactive and GSK3B inh 1.
`CCn1cc(CNC(=O)/C=C/c2cnn(C)c2)c(C)n1` gave DYRK1A inh -10, hERG protect 0, RGS4 inh inactive, RGS4 pot inactive, KCNQ1 inh inactive, PolyA inh inactive, GSK3A inh 2, KCNK3 block inactive, KCNQ1 pot inactive, KCNK9 block inactive and GSK3B inh 1.

Following part.
For Cn1cccc1-c1cc(C(=O)N/N=C/c2ccc(F)cc2)[nH]n1 the results were DYRK1A inh 4, hERG protect -4, RGS4 inh inactive, RGS4 pot inactive, KCNQ1 inh inactive, PolyA inh inactive, GSK3A inh 1, KCNK3 block inactive, KCNQ1 pot inactive, KCNK9 block inactive and GSK3B inh -4.
`COc1ccc(Nc2ccc(N3C(=O)CCC3=O)cc2[N+](=O)[O-])cn1` gave DYRK1A inh 0, hERG protect -13, RGS4 inh inactive, RGS4 pot inactive, KCNQ1 inh inactive, PolyA inh inactive, GSK3A inh -3, KCNK3 block inactive, KCNQ1 pot inactive, KCNK9 block inactive and GSK3B inh 2.
O=C(c1cccc(S(=O)(=O)NCc2ccccc2)c1)N1CCCCC1 was read as DYRK1A inh 7, hERG protect -19, RGS4 inh inactive, RGS4 pot inactive, KCNQ1 inh inactive, PolyA inh inactive, GSK3A inh -1, KCNK3 block inactive, KCNQ1 pot inactive, KCNK9 block inactive and GSK3B inh 5.
`COC(=O)c1ccc(C(=O)OC)c(NC(=O)/C=C/C(=O)O)c1` gave DYRK1A inh 3, hERG protect -11, RGS4 inh inactive, RGS4 pot inactive, KCNQ1 inh inactive, PolyA inh inactive, GSK3A inh -1, KCNK3 block inactive, KCNQ1 pot inactive, KCNK9 block inactive and GSK3B inh -3.
`CCC(=O)NC(=S)NNC(=O)c1ccc(O)cc1` gave DYRK1A inh 12, hERG protect -5, RGS4 inh inactive, RGS4 pot inactive, KCNQ1 inh inactive, PolyA inh inactive, GSK3A inh 3, KCNK3 block inactive, KCNQ1 pot inactive, KCNK9 block -8.2* and GSK3B inh -3.
Screening CCCc1cc(=O)[nH]c(SCC(=O)c2cc(C)n(C(C)COC)c2C)n1 (configuration not stated) returned DYRK1A inh -1, hERG protect -14, RGS4 inh inactive, RGS4 pot inactive, KCNQ1 inh inactive, PolyA inh inactive, GSK3A inh 2, KCNK3 block inactive, KCNQ1 pot inactive, KCNK9 block inactive and GSK3B inh -3.
Screening Cc1cc2ccccn2c1C(=O)c1ccc(Cl)c([N+](=O)[O-])c1 returned DYRK1A inh -3, hERG protect -11, RGS4 inh inactive, RGS4 pot inactive, KCNQ1 inh inactive, PolyA inh inactive, GSK3A inh -2, KCNK3 block inactive, KCNQ1 pot inactive, KCNK9 block inactive and GSK3B inh 3.
S=c1[nH]nc(CSCc2ccccc2Cl)n1-c1ccccc1 was read as DYRK1A inh 1, hERG protect -10, RGS4 inh inactive, RGS4 pot inactive, KCNQ1 inh inactive, PolyA inh inactive, GSK3A inh -1, KCNK3 block inactive, KCNQ1 pot inactive, KCNK9 block inactive and GSK3B inh 0.
For Cc1ccc(C(=O)N2CCCC2)cc1S(=O)(=O)Nc1ccccc1 the results were DYRK1A inh 6, hERG protect -10, RGS4 inh inactive, RGS4 pot inactive, KCNQ1 inh inactive, PolyA inh inactive, GSK3A inh -1, KCNK3 block inactive, KCNQ1 pot inactive, KCNK9 block inactive and GSK3B inh 1.
`COc1ccc(-n2nc3c(N4CCC(C(=O)NCCc5ccccc5C)CC4)nnc(C)c3c2C)cc1` gave DYRK1A inh -2, hERG protect -4, RGS4 inh inactive, RGS4 pot inactive, KCNQ1 inh inactive, PolyA inh inactive, GSK3A inh -1, KCNK3 block inactive, KCNQ1 pot inactive, KCNK9 block inactive and GSK3B inh -1.
For COCCCNC(=O)CCC(=O)NNc1nc2ccccc2c2nc(C)nn12 the results were DYRK1A inh 2, hERG protect -10, RGS4 inh inactive, RGS4 pot inactive, KCNQ1 inh inactive, PolyA inh inactive, GSK3A inh -2, KCNK3 block inactive, KCNQ1 pot inactive, KCNK9 block inactive and GSK3B inh 0.
`S=C(Nc1ccccc1)Nc1cccc(Cl)c1Cl` gave DYRK1A inh 1, hERG protect -18, RGS4 inh inactive, RGS4 pot inactive, KCNQ1 inh inactive, PolyA inh inactive, GSK3A inh 1, KCNK3 block inactive, KCNQ1 pot inactive, KCNK9 block inactive and GSK3B inh 1.
`CCOC(=O)C1CCN(CC(=O)Nc2c(C(=O)OC)n(C)c3cccc(C)c23)CC1` gave DYRK1A inh -1, hERG protect -8, RGS4 inh inactive, RGS4 pot inactive, KCNQ1 inh inactive, PolyA inh inactive, GSK3A inh -1, KCNK3 block inactive, KCNQ1 pot inactive, KCNK9 block inactive and GSK3B inh 3.
